HEK293 NOD2/NF-kB = inhibition of NOD2-driven NF-kB reporter – cell-based, luminescence, uHTS, HEK293 (AID 1566); inhibition, % at 4 µM; hits with a dose series show EC50 in µM; HEK293 NOD2/NF-kB luciferase reporter, luminescence; higher % means a stronger effect; 290,000 compounds, 0.63% hits; also: many of its hits are not listed in these tables
LYP inhibition = inhibitors of LYP phosphatase, biochemical, fluorescence intensity, uHTS (AID 1779); 290,000 compounds, 0.054% hits; recombinant LYP phosphatase, fluorescence intensity; higher % means a stronger effect; inhibition, % at 11.5 µM, or IC50 in µM where a hit was titrated;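 also: plate controls were vehicle with enzyme for no effect and no enzyme for full effect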
Siah-1 displacement = Siah-1 peptide-binding antagonists, primary screen, biochemical, fluorescence polarization, rhodamine-plectin, uHTS (AID 1817); Siah-1 / rhodamine-plectin peptide fluorescence polarization; higher % means a stronger effect; 290,000 compounds, 0.02% hits; displacement, % at 20 µM; hits with a dose series show IC50 in µM;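 active = displacement of at least 50% at 20 µM, with a fluorescence ratio check between 0.3 and a set limit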;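 also: plate controls were Siah plus tracer with DMSO for no effect and tracer alone without Siah for full effect; strong numbers were not always called active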
Dengue-2 NS5 capping = Dengue-2 NS5 methyltransferase inhibitors, primary screen, biochemical, confirmation dose response (AID 588689); Dengue-2 NS5 methyltransferase capping enzyme assay, biochemical; higher % means a stronger effect; one-dose inhibition, % at 25 µM; IC50 in µM for titrated hits; 340,000 compounds, 0.3% hits; in the data active = a potency from the dose series; inconclusive = inhibition above about 29% without an active follow-up result
Myeloid diff 2 = compounds promoting myeloid differentiation; ER-HoxA9 myeloid progenitors, lysozyme-GFP differentiation, flow cytometry; calls only at 10 µM; 360,000 compounds, 1% hits; AID 624256;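 active = normalized GFP-positive differentiation at or above the plate's own cutoff, the solvent-only control mean plus 3 SD; inconclusive = no clear call, values can overlap the other calls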;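 also: cells exposed to compound for four days before flow analysis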
XIAP displacement = small molecules displacing peptide from XIAP – biochemical, IAP family, fluorescence polarization (AID 1018); XIAP BIR domain, fluorescence polarization peptide displacement; higher % means a stronger effect; 200,000 compounds, 0.007% hits; displacement, % at 20 µM, or IC50 in µM where a hit was titrated; in the data active = displacement above about 50%; also: a part of the inactive calls stands beside numbers as strong as those of hits
HIV peptide binding = inhibitors of HIV fusion peptide binding, primary screen, biochemical, uHTS, fluorescence dequenching (AID 1986). cell-free peptide binding, fluorescence dequenching, 30 min; higher % means a stronger effect. inhibition, % at 20 µM, or IC50 in µM where a hit was titrated. 290,000 compounds, 0.3% hits; in the data active = inhibition mostly above about 52%, no sharp cut-off; inactive = mostly below about 76%; also: some results filed as inactive read as strong as hits
AID2073 = inhibitors of Mint1-CaV2.2 protein interaction, biochemical, HTRF (AID 2073) | HTRF protein-protein interaction, Mint1-CaV2.2; higher % means a stronger effect | one-dose inhibition, % at 20 µM; IC50 in µM for titrated hits | 290,000 compounds, 0.19% hits; in the data active = inhibition mostly above about 51%, no sharp cut-off; inconclusive = no clear call, values can overlap the other calls; inactive = mostly below about 53%; also: some results filed as inactive read as strong as hits
Hep lipid drop = modulators of hepatic lipid droplet formation | AML12 mouse hepatocytes, oleate lipid droplets, BODIPY imaging | inhibition, % at 6.5 µM | 240,000 compounds, 0.4% hits;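 active = lipid droplet intensity inhibited by at least 50%, with more than 500 cells counted; inconclusive = wells with under 300 cells, treated as cytotoxic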
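System: AML12 hepatocytes (mouse). Probe or stimulus: oleic acid at 100 µM to induce lipid droplet formation. Times: overnight treatment with compound plus oleate. Detection: Image-based BODIPY and DAPI two-channel analysis. Evaluation: percent inhibition of filter-corrected integrated lipid droplet intensity per well.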
Hep lipid drop cells 6.5 µM = recorded beside Hep lipid drop, whose call it bears; cell count; measured here: cell count, cytotoxicity flag;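 cells counted across two imaged fields per well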
Dengue-2 NS5 capping pilot replicate = recorded beside Dengue-2 NS5 capping, whose call it bears; inhibition, %; measured here: pilot screen replicate inhibition
Myeloid diff 2 GFP+ MAC1+ % = also measured in Myeloid diff 2; calls as there; GFP+ MAC1+ double positive, %; measured here: differentiation confirmed by MAC1 staining
* hit, by the source's call; i = inactive; ? = inconclusive; · = no result given; + = active, no number. Rule as the data show it, unless noted: active = inhibition above about 50%; inactive = the rest. This is a subset; the hit share may differ from the screen's.

SMILES | HEK293 NOD2/NF-kB | LYP inhibition | Siah-1 displacement | Dengue-2 NS5 capping | Myeloid diff 2 | Myeloid diff 2 GFP+ MAC1+ % | XIAP displacement | HIV peptide binding | AID2073 | Hep lipid drop | Hep lipid drop cells 6.5 µM | others
CN(C)S(=O)(=O)c1ccc(NC(=O)c2cc(-c3cccs3)nc3ccccc23)cc1 | 15% | 3% | 2% | 3% | i | 0.1 | -1.2% | 2.8% | 24% | -14 | 649
C=C(C)c1ccc(C(C)(C)NC(=O)N(Cc2ccccc2)Cc2ccco2)cc1 | 2% | -1% | -3% | -1% | i | 10 | 2.5% | -0.5% | 4% | 4 | 695
CCCc1cc(=O)oc2cc(OCC(=O)N(C)C)c(Cl)cc12 | 0% | -7% | -9% | -9% | i | 0.6 | -3.0% | 46% | 10% | · | ·
O=C(NCC1CCCO1)C1CCN(S(=O)(=O)Cc2ccccc2)CC1 (centres undefined) | 18% | -4% | 5% | 0% | i | 0.7 | -14% | 1.3% | -2% | 6 | 745
Cc1onc(C(=O)NC(C)c2ccccc2)c1[N+](=O)[O-] (centres undefined) | -13% | -6% | -2% | -6% | i | 1.2 | -7.9% | 0.6% | 10% | 34 | 664
O=S(=O)(NCCC1CC1(Cl)Cl)c1ccccc1 (centres undefined) | 4% | -6% | 12% | 5% | i | 0.6 | · | -2.0% | -12% | -14 | 678
COc1ccc(NC(=O)C2CC2)cc1-n1cnnn1 | 6% | -3% | 1% | 0% | i | 1.0 | -1.9% | 1.5% | 5% | · | ·
Cc1ccc(N=C2c3ccccc3C(=O)C2[N+](=O)[O-])cc1C (centres undefined) | -2% | -2% | 12% | 2% | i | 0.8 | -2.4% | 1.0% | 25% | 0 | 730
O=C(NCCN1CCCC1)C1COc2ccccc2O1 (centres undefined) | 12% | -7% | 1% | 2% | i | 0.8 | -6.6% | -1.2% | 2% | · | ·
COc1ccc(C(=O)N[C@H](C(=O)Nc2sccc2C(N)=O)C(C)C)cc1 | -1% | -6% | -2% | -6% | i | 0.4 | · | -0.2% | 8% | 6 | 840
C(=N/N1CCN(c2ccccc2)CC1)/c1cccs1 | -50% | 1% | 4% | -3% | i | 0.6 | 0.3% | -1.0% | -6% | -6 | 667
COc1ccc(S(=O)(=O)N2CCN(CCC(=O)Nc3ccccc3F)CC2)cc1 | 0% | 0% | 6% | -2% | i | 6.4 | -21% | -2.6% | -6% | 12 | 830
O=[N+]([O-])c1cc(C(F)(F)F)cc([N+](=O)[O-])c1NCCNC(=S)Nc1ccc(Cl)c(Cl)c1 | 6% | 8% | 0% | -8% | i | 0.4 | · | 22% | -25% | 8 | 743
Cc1ccc(OCC(=O)NS(=O)(=O)c2ccccc2)cc1 | 9% | -7% | 0% | -14% | i | 0.2 | -2.9% | 1.0% | 8% | 4 | 700
C(=N\n1cnnc1)/c1cccc2ccccc12 | -4% | 1% | 3% | -5% | i | 0.0 | -3.8% | -1.0% | 13% | · | ·
Cc1nn(-c2ccccc2)c(C)c1/C=N/NC(=O)c1cc(O)cc(O)c1 | -6% | -3% | 7% | -3% | i | 0.6 | · | -1.2% | 7% | 18 | 872
CCN(CC)c1cc(C)c2cc(NC(=O)c3ccccc3OC)ccc2n1 | 18% | 3% | -5% | -5% | + | 0.5* | -4.6% | 2.7% | 8% | 2 | 773
CC(=O)C12OC1CC1C3CCC4=CC(=O)CCC4(C)C3CCC12C (centres undefined) | 2% | -11% | 0% | -4% | i | 0.3 | · | 3.0% | 6% | -4 | 834
CCc1ccc2ncc(C(=O)c3ccccc3)c(N3CCOCC3)c2c1 | 5% | -5% | -4% | 1% | i | 3.2 | -2.4% | -1.3% | -5% | 3 | 660
CC(C)(C)c1ccc(-c2cc(C(=O)NNC(=O)Nc3ccccc3)c3ccccc3n2)cc1 | -147% | -2% | -2% | -7% | i | 0.2 | -4.2% | -0.7% | 2% | 9 | 787
CCCOC(=O)C1=C(C)NC2=C(C(=O)C(C(=O)OC)C(C)C2)C1c1ccc(N(CC)CC)cc1 (centres undefined) | 19% | -1% | -3% | 1% | i | 0.8 | -9.8% | -1.6% | 4% | -19 | 736
O=C(O)CCCCCNC(=O)c1ccccc1Br | -6% | -5% | 0% | 5% | i | 5.0 | -3.2% | -0.2% | ? | · | ·
Cc1cc(NC(=O)CSc2nc3cc(Cl)ccc3o2)no1 | 6% | -6% | -2% | 2% | i | 0.9 | · | 0.5% | 12% | 10 | 815
O=C(Nc1ccc2c(c1)OCCO2)c1cnccn1 | -28% | -4% | 1% | -3% | i | 0.9 | -1.8% | -0.4% | 5% | -18 | 752
Cn1cnnc1Sc1ccc(/C=C(\CCC(=O)O)c2nc3ccccc3s2)cc1[N+](=O)[O-] | 6% | 5% | -5% | 3% | i | 2.1 | -7.1% | 4.4% | -8% | 21 | 661
O=C(Cn1c(NCCCO)nc2ccccc21)c1ccc([N+](=O)[O-])cc1 | 4% | -6% | 3% | 2% | i | 1.3 | · | -2.2% | 11% | -1 | 790
CC(C)C(=O)Nc1c(O)c2ccccc2[nH]c1=O | -3% | -4% | 0% | 3% | i | 0.3 | -6.7% | -2.0% | -1% | -10 | 694
Cc1nc(CCNS(=O)(=O)c2cccnc2)cs1 | 15% | -10% | -7% | -11% | i | 0.4 | · | -0.3% | 2% | -1 | 739
CN(c1ccc([N+](=O)[O-])cc1C(=O)Nc1ccccc1)C1CCCCC1 | 3% | 6% | 4% | -4% | i | 0.6 | -15% | -3.7% | 0% | · | ·
Cc1ccc(C(=O)NCc2ccc(N3CCN(C(=O)OC(C)(C)C)CC3)cc2)cc1 | 22% | -7% | 1% | -12% | i | 0.5 | -2.1% | 1.8% | -2% | · | · | Dengue-2 NS5 capping pilot replicate=-3.5

The list goes on, overlapping the part above by 7 compounds.
SMILES | HEK293 NOD2/NF-kB | LYP inhibition | Siah-1 displacement | Dengue-2 NS5 capping | Myeloid diff 2 | Myeloid diff 2 GFP+ MAC1+ % | XIAP displacement | HIV peptide binding | AID2073 | Hep lipid drop | Hep lipid drop cells 6.5 µM | others
O=C(Nc1ccc2c(c1)OCCO2)c1cnccn1 | -28% | -4% | 1% | -3% | i | 0.9 | -1.8% | -0.4% | 5% | -18 | 752
Cn1cnnc1Sc1ccc(/C=C(\CCC(=O)O)c2nc3ccccc3s2)cc1[N+](=O)[O-] | 6% | 5% | -5% | 3% | i | 2.1 | -7.1% | 4.4% | -8% | 21 | 661
O=C(Cn1c(NCCCO)nc2ccccc21)c1ccc([N+](=O)[O-])cc1 | 4% | -6% | 3% | 2% | i | 1.3 | · | -2.2% | 11% | -1 | 790
CC(C)C(=O)Nc1c(O)c2ccccc2[nH]c1=O | -3% | -4% | 0% | 3% | i | 0.3 | -6.7% | -2.0% | -1% | -10 | 694
Cc1nc(CCNS(=O)(=O)c2cccnc2)cs1 | 15% | -10% | -7% | -11% | i | 0.4 | · | -0.3% | 2% | -1 | 739
CN(c1ccc([N+](=O)[O-])cc1C(=O)Nc1ccccc1)C1CCCCC1 | 3% | 6% | 4% | -4% | i | 0.6 | -15% | -3.7% | 0% | · | ·
Cc1ccc(C(=O)NCc2ccc(N3CCN(C(=O)OC(C)(C)C)CC3)cc2)cc1 | 22% | -7% | 1% | -12% | i | 0.5 | -2.1% | 1.8% | -2% | · | · | Dengue-2 NS5 capping pilot replicate=-3.5
O=C1CC(=C(c2ccccc2)c2ccccc2)C(=O)N1CCN1CCN(c2cccc(Cl)c2)CC1 | 9% | 2% | -5% | -2% | i | 0.7 | -4.2% | 0.7% | 7% | -18 | 799
O=C(CN1C(=O)/C(=C2\SC(=S)N(C3CCS(=O)(=O)C3)C2=O)c2ccccc21)Nc1ccccc1 (centres undefined) | 31% | 4% | 2% | -2% | i | 0.0 | -12% | 1.5% | ? | -2 | 656
CCCCCCOC(=O)C1=C(C)NC(=O)NC1c1ccc2c(c1)OCO2 (centres undefined) | 3% | -10% | 3% | 7% | i | 0.4 | · | -0.1% | 2% | -4 | 831
Cc1cc(C(=O)COC(=O)c2ccccc2O)c(C)n1Cc1cccs1 | 90%* | -2% | 5% | -10% | i | 6.9 | -6.9% | -0.3% | 9% | -3 | 760
O=C(O)CCCn1c(=O)[nH]c2ccccc2c1=O | -4% | -8% | 5% | 2% | i | 0.5 | -4.0% | 4.8% | 9% | · | ·
CC(=O)c1cccc(NC(=S)Nc2cccc3ccccc23)c1 | -12% | -4% | 16% | 3% | i | 1.3 | · | 4.5% | -20% | 0 | 826
O=C(CN1C(=O)c2ccccc2C1=O)Nc1cccc(S(=O)(=O)Nc2ccccc2Cl)c1 | 9% | 0% | 1% | -4% | i | 0.9 | -9.1% | 3.3% | 8% | 2 | 647
Cc1ccc(S(=O)(=O)Nc2c(O)c3ccccc3oc2=O)cc1 | -9% | -10% | -4% | -5% | i | 0.4 | · | -1.2% | 0% | 31 | 783
Cc1cc(SCCOc2ccc(Br)cc2)nc(N)n1 | -5% | -3% | -3% | -9% | i | 1.4 | -18% | 0.3% | 1% | 5 | 765
CCOc1ccc2[nH]c(=O)c(CN(CC3COCCO3)C(=O)C3CC3)cc2c1 (centres undefined) | -3% | -1% | -3% | -8% | i | 1.1 | 1.1% | 0.7% | -3% | 4 | 800
Cc1cc(C)c(C(=O)COC(=O)c2cc([N+](=O)[O-])ccc2NCCO)cc1C | 5% | 3% | 4% | -2% | i | 0.6 | 4.6% | -2.2% | -2% | -43 | 708
O=c1c(C=Nc2ccc(Oc3ccccc3)cc2)c[nH]n1-c1cccc(Cl)n1 | -5% | 0% | -2% | -5% | i | 0.5 | -6.4% | -0.5% | -1% | · | ·
Cc1cccc(NC(=O)N2CCCCCC2)c1 | -11% | -10% | 0% | -7% | i | 0.9 | · | 0.6% | 8% | 2 | 887
Cc1c2c(c(C)n1C)C(C(=O)NC1CCCCC1)N(Cc1ccccc1)C2=O (centres undefined) | 10% | -7% | 5% | -1% | i | 1.1 | -4.4% | 0.3% | -7% | -20 | 723
Cc1ccc(NC(=O)Cn2c(/C=C/c3ccccc3)nc3ccccc32)cc1C | -22% | 6% | -4% | -7% | i | 1.1 | -4.2% | 1.6% | 31% | 6 | 641

Screens (PubChem)
